High-throughput results (PubChem)
NCI-60 one-dose screen, 48 h, at 10 µM unless noted. Numbers give growth in % (100 = growth as untreated, 0 = no growth, -100 = all killed).
SNB-19: SNB-19 CNS cancer cells; hit rate 2.5% among 81,000; AID 1794751
ACHN: ACHN renal cancer | hit rate 4.9% among 81,000 | AID 1794771
SF-539: SF-539 CNS cancer. hit rate 6.8% among 81,000
A498: A498 renal cancer cells; hit rate 5.4% among 76,000
SNB-75: SNB-75 CNS cancer | hit rate 5% among 79,000
SF-268: SF-268 CNS cancer cells; hit rate 3.1% among 82,000
RXF 393: RXF 393 renal cancer cells; hit rate 6.9% among 77,000; AID 1794773
CAKI-1: CAKI-1 renal cancer; hit rate 4.7% among 75,000
* marks the source's active call; other numbers are inactive results; x = no result given; & = joins results of further samples. Rule for the calls: active = growth percent below 10; inactive = the rest.

1) Cc1c(O)c(O)cc2c3c(oc12)CC(c1ccc(N(C)C)cc1)CC3=O (centres undefined)
2) Nc1cccc(/C=C/c2ccncc2)c1
3) O=C(C[C@]1(O)C(=O)Nc2ccc(Br)cc21)c1ccco1
4) Oc1ccccc1C=Nc1cccc(C(F)(F)F)c1
5) CCOC(=O)/C(C#N)=C\c1ccc([N+](=O)[O-])o1

Compound	1	2	3	4	5
ACHN	88.6	100.4	109.2	98.6	59.8&101.7
SF-539	91.0	104.8	103.6	97.9	97.0&110.1
SNB-19	101.8	99.2	95.6	102.9	96.6&110.2
SNB-75	95.5	99.3	96.1	92.3	95.4&93.3
A498	101.8	104.4	102.8	92.6	87.5&103.3
SF-268	105.8	113.6	88.5	98.1	100.5&102.6
RXF 393	111.1	117.4	107.8	109.5	96.3&112.5
CAKI-1	93.8	111.1	93.4	98.9	101.6&99.5

6) Cn1cc(C(=O)c2nc(-c3c[nH]c4ccc(F)cc34)no2)c2ccccc21
7) CC1CC2C3CCC4=CC(=O)CCC4(C)C3CCC2(C)C1(O)C(=O)CO (centres undefined)
8) C[C@]12CC[C@H]3[C@@H](CCC4=CC(=O)CC[C@@]43C)[C@@H]1CC[C@@H]2CN=[N+]=[N-]
9) Cc1ccc(-n2cc(C(=O)c3cc4c(ccc5ccccc54)oc3=O)c(C(=O)c3cc4ccccc4o3)n2)cc1
10) Fc1cccc(Cl)c1-c1nnc(CN2C=NC3C(N4CCOCC4)=NC=NC32)o1 (centres undefined)

Compound	6	7	8	9	10
ACHN	90.4	124.0	80.7	98.9	105.9
SF-539	96.6	107.1	66.5	106.6	101.8
SNB-19	96.5	110.4	90.6	94.0	98.8
SNB-75	80.4	109.6	91.8	85.2	x
A498	115.0	73.0	78.5	111.0	x
SF-268	97.5	121.3	85.9	99.8	97.1
RXF 393	111.5	121.9	88.6	111.6	112.3
CAKI-1	82.0	94.9	67.7	x	89.1

11) CCC1SC(=S)N(CCc2ccc(OC)c(OC)c2)C1=O (centres undefined)
12) O=C(O)CNC1=NCCN1
13) COc1cc2c(cc1N)-c1ccc(N)cc1C2
14) Cc1cc(C2=NN(C(=O)C3CCC3)C(c3ccc[nH]3)C2)ccc1-n1ccc(C(F)(F)F)n1 (centres undefined)
15) CCOC(=O)C(Cc1ccccc1)(C(=O)OCC)C(Br)C(=O)c1ccccc1 (centres undefined)

Compound	11	12	13	14	15
ACHN	105.5	102.5	89.5	91.8	44.3
SF-539	96.3	91.4	95.7	95.9	104.8
SNB-19	103.5	97.7	100.2	87.8	97.5
SNB-75	94.8	82.3	88.6	79.7	73.5
A498	x	106.2	109.7	x	82.4
SF-268	102.6	102.1	102.4	90.2	88.0
RXF 393	86.1	111.4	104.3	97.5	75.5
CAKI-1	86.2	98.0	86.5	83.6	52.0

16) CCOC(=O)c1c(-c2ccc(Cl)cc2Cl)c(C#N)c(=O)n(Cc2nc3ccccc3[nH]2)c1N
17) Cc1nc2sc3c(c2c(C)c1Br)NC(c1ccccc1F)NC3=O (centres undefined)
18) CC1(c2ccccc2)NC(=O)N(CC(=O)Nc2cccc(I)c2)C1=O (centres undefined)
19) CC/C=C\C/C=C/C=C1\CC=C(CCO)C1=O
20) COc1ccc(C2C=C(C(=O)O)Nc3nc(N)[nH]c(=O)c32)cc1 (centres undefined)

Compound	16	17	18	19	20
ACHN	95.4	95.9	91.4	97.4	107.7
SF-539	99.6	93.2	89.9	x	103.9
SNB-19	95.9	102.0	84.7	95.2	116.9
SNB-75	78.4	96.2	66.8	92.2	x
A498	76.6	95.9	70.5	74.4	111.4
SF-268	91.4	108.0	89.7	103.8	110.7
RXF 393	92.4	98.5	x	102.3	126.4
CAKI-1	69.7	x	72.9	97.2	97.4

21) COc1cccc(Nc2c(Br)cnc3[nH]c4ccc(Br)cc4c23)c1
22) NCC(=O)NCC(=O)NCC(=O)NCC(=O)NCC(=O)NCC(=O)O
23) CCCCCc1ccc(S(=O)(=O)Nc2cccc(-c3csc(N)n3)c2)cc1
24) NCCN1CCN(c2nccc(-c3ccc(Cl)cc3)n2)CC1
25) O=C1c2ccccc2C(=O)N1c1ccccc1

Compound	21	22	23	24	25
ACHN	108.4	103.7	91.6	87.6	99.5
SF-539	96.6	97.6	91.5	81.1	102.6
SNB-19	93.1	96.8	93.9	81.2	105.4
SNB-75	109.1	114.3	95.6	79.4	89.2
A498	105.5	123.5	84.3	59.2	109.2
SF-268	93.7	100.2	95.7	71.2	108.0
RXF 393	101.3	111.1	101.9	67.1	112.0
CAKI-1	109.7	89.6	87.0	69.0	81.3

26) CCOc1cc2c(c(OCC)c1OCC)C(=O)N[C@@H]1[C@@H](O)[C@@H](O)[C@H](O)C[C@@H]21
27) OC1(c2ccccc2)C(N2CCOCC2)=C(c2ccccc2)c2ccccc21 (centres undefined)
28) C/C(=N\N=C(/C)c1ccc(O)cc1)c1ccc(O)cc1
29) OC(Cc1ccccc1)Cc1ccccc1
30) CC(C)(Cl)CCC1=C(Cl)C(=O)c2ccccc2C1=O

Compound	26	27	28	29	30
ACHN	105.3	92.2	86.2	113.4	26.3
SF-539	97.0	90.1	85.4	108.2	37.4
SNB-19	104.0	101.8	100.3	99.4	89.0
SNB-75	93.0	50.1	75.5	84.2	30.7
A498	102.1	47.9	x	96.9	27.4
SF-268	99.5	96.3	102.3	100.4	65.7
RXF 393	110.3	94.0	115.0	100.9	28.8
CAKI-1	94.2	76.0	77.7	102.6	96.0

31) CC(C)(C)Oc1ccc(OC[C@@H]2Cc3cc(F)ccc3CN2C(=O)c2cccc3ccccc23)cc1
32) CC(=O)OCC1OC(OCC2OC(OC(C#N)c3ccccc3)C(OC(C)=O)C(OC(C)=O)C2OC(C)=O)C(OC(C)=O)C(OC(C)=O)C1OC(C)=O (centres undefined)
33) CCC1(/C=N/NC(N)=S)NC(=O)NC1=O (centres undefined)
34) CCOC(=O)C1CSC(N)=N1 (centres undefined)
35) O=c1[nH]c2ccccc2n1CCCN1CCN(C(c2ccccc2)c2ccccc2)CC1

Compound	31	32	33	34	35
ACHN	72.4	106.1	108.7	100.1	96.5
SF-539	88.8	100.7	108.7	103.1	90.2
SNB-19	70.1	102.5	108.5	97.2	96.6
SNB-75	75.2	111.0	95.9	87.0	70.2
A498	61.3	101.4	x	117.0	80.0
SF-268	68.1	102.3	105.6	101.9	94.8
RXF 393	78.1	101.5	x	132.2	89.4
CAKI-1	41.2	100.7	94.1	93.5	78.8

36) COc1ccc2c(c1)c(C(=O)c1nc(-c3c[nH]c4ccccc34)no1)cn2C
37) O=C(O)Cn1c(O)c(/C=C2/C=c3cc4c(cc3=NC2=O)OCO4)sc1=S
38) COc1ccc(-c2nnc3ccc(-n4nc(C)cc4C)nn23)cc1
39) COc1ccc(Cn2nc(-c3ccccc3)c3c2CCc2cnoc2-3)cc1
40) O=[N+]([O-])C=C(c1ccccc1)c1ccccc1

Compound	36	37	38	39	40
ACHN	89.6	100.9	96.5	81.4	85.4
SF-539	85.3	99.8	88.2	85.4	88.2
SNB-19	103.5	95.7	89.7	82.2	85.5
SNB-75	82.1	76.1	92.3	65.5	59.4
A498	113.0	83.6	80.1	58.7	123.6
SF-268	87.6	96.0	90.2	81.0	85.7
RXF 393	117.8	95.8	87.7	x	78.5
CAKI-1	86.3	93.9	86.7	66.3	57.1

41) O=S(=O)(O)c1ccc(O)c(N=Nc2ccc(O)cc2O)c1
42) COc1ccc(NC(=O)C(=O)NO)c(OC)c1
43) O=C(Nc1cccc(-c2cn(-c3ccc4oc(=O)ccc4c3)nn2)c1)Nc1cc(C(F)(F)F)cc(C(F)(F)F)c1
44) Clc1ccc(-c2nnc(COc3ccccc3Cl)o2)cc1
45) CCOC(=O)c1c2c(n(-c3ccc(Br)cc3)c1-c1ccccc1)C=CCC2

Compound	41	42	43	44	45
ACHN	106.9	84.2	12.5	22.7	91.4
SF-539	94.4	99.2	19.1	x	103.0
SNB-19	103.4	90.8	27.4	86.7	101.3
SNB-75	92.7	81.1	17.8	2.4*	86.8
A498	106.7	71.7	19.6	98.7	95.6
SF-268	118.5	75.7	62.2	75.5	98.3
RXF 393	76.0	89.1	-5.0*	46.9	115.8
CAKI-1	106.5	95.4	36.2	84.3	58.8

46) CCN(CC)c1ccc(NC(C)=O)c(C)c1
47) O=C(NCc1ccccc1)c1cccnc1
48) CCCOC(=O)COc1ccc(OC)cc1
49) Cc1ccc(-c2nc(C#N)c(N(C)C)o2)cc1
50) N#Cc1c(-c2ccc(Cl)cc2)cc(-c2ccccc2)nc1OCc1ccccc1

Compound	46	47	48	49	50
ACHN	107.0	102.1	104.0	93.4	75.0
SF-539	102.4	98.3	100.4	84.7	75.2
SNB-19	103.0	x	97.2	89.7	89.8
SNB-75	92.6	94.2	85.7	73.1	74.7
A498	92.4	80.5	81.6	63.7	118.3
SF-268	102.0	105.2	95.6	88.1	92.9
RXF 393	113.0	101.9	98.7	112.8	x
CAKI-1	105.0	98.1	x	70.3	73.8

51) CCCc1c(Cl)c2c(OC)cc(-c3c(CC4OCCO4)cc4oc5ccccc5c(=O)c4c3O)c(O)c2c(=O)n1C
52) COc1ccc2nc3c(cc2c1)C(=O)CC(c1ccccc1)C3 (centres undefined)
53) Cc1ccc(CC(=S)N2CCOCC2)cc1
54) CCCN(CCC)CC(=O)N1CC(=O)Nc2ccccc21
55) Cc1nn2c(-c3nc4ccc(Cl)cc4[nH]3)c(-c3ccc(F)cc3)nc2s1

Compound	51	52	53	54	55
ACHN	90.8	43.9	100.7	103.8	101.7
SF-539	93.8	7.9*	97.6	96.8	97.1
SNB-19	93.0	34.3	94.5	98.9	112.0
SNB-75	85.0	-9.1*	85.5	91.3	86.3
A498	89.4	-13.5*	107.7	93.4	76.8
SF-268	80.6	53.9	94.8	110.3	100.8
RXF 393	85.8	-2.8*	98.4	111.3	96.6
CAKI-1	75.8	31.3	99.2	86.0	94.8

56) CC1(C)CC[C@]23CC[C@]4(C)[C@H](CC[C@@H]5[C@@]6(C)CC(CCc7nn[nH]n7)(CCc7nn[nH]n7)C(=O)C(C)(C)[C@@H]6CC[C@]54C)[C@H]2[C@H]1OC3=O
57) Cc1cc(Br)nnc1Br
58) Cc1cc(C)nc(NS(=O)(=O)c2ccc(NC3=C(Cl)C(=O)c4ncccc4C3=O)cc2)n1
59) CCCCC[C@@H]1C/C=C(\C)[C@@H](O)C(C)(C)C(=O)[C@@H](C)/C=C(\C)[C@@H]2C[C@H](O)C[C@](O)(CC(=O)O1)O2
60) CC(=O)COC(=O)c1ccccc1
61) O=S(=O)(N=C1C(Cl)=C(Cl)C(=NS(=O)(=O)c2ccccc2)C(Cl)=C1Cl)c1ccccc1
62) N#CC1=C(N)Oc2c(ccc3cccnc23)C1c1ccccc1 (centres undefined)
63) Cc1cc(N2CCCC2)nc(N(CCCNc2ccnc3cc(Cl)ccc23)Cc2ccccn2)n1

Compound	56	57	58	59	60	61	62	63
ACHN	94.5	108.2	84.5	19.7	101.3	-22.5*	45.8	80.8
SF-539	94.0	87.9	102.6	73.8	96.8	108.7	-39.6*	9.9*
SNB-19	102.9	109.7	93.3	37.2	110.4	95.9	52.7	65.9
SNB-75	115.3	75.4	127.7	32.9	93.8	132.4	-6.1*	77.4
A498	x	x	103.6	30.0	108.4	96.8	9.1*	42.0
SF-268	95.3	106.6	104.6	43.1	108.2	87.1	45.2	62.5
RXF 393	107.9	120.2	94.9	68.0	121.4	64.7	4.5*	25.8
CAKI-1	102.8	100.6	97.8	47.1	125.8	5.0*	39.9	84.4

Some of the entries so far, as labelled records.
(61) O=S(=O)(N=C1C(Cl)=C(Cl)C(=NS(=O)(=O)c2ccccc2)C(Cl)=C1Cl)c1ccccc1
  ACHN: -22.5*	SF-539: 108.7	SNB-19: 95.9	SNB-75: 132.4	A498: 96.8	SF-268: 87.1	RXF 393: 64.7	CAKI-1: 5.0*

(62) N#CC1=C(N)Oc2c(ccc3cccnc23)C1c1ccccc1 (centres undefined)
  ACHN: 45.8	SF-539: -39.6*	SNB-19: 52.7	SNB-75: -6.1*	A498: 9.1*	SF-268: 45.2	RXF 393: 4.5*	CAKI-1: 39.9

(63) Cc1cc(N2CCCC2)nc(N(CCCNc2ccnc3cc(Cl)ccc23)Cc2ccccn2)n1
  ACHN: 80.8	SF-539: 9.9*	SNB-19: 65.9	SNB-75: 77.4	A498: 42.0	SF-268: 62.5	RXF 393: 25.8	CAKI-1: 84.4
